# APOBEC3G inh – APOBEC3G DNA deaminase inhibitors, primary screen, biochemical, fluorescence, single-stranded DNA substrate, uHTS. recombinant A3G, ssDNA deamination FAM/TAMRA fluorescence. inhibition, % at 20 µM. 0.28% of 330,000 active. AID 493012, 2011;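 active = inhibition of at least 40% at 20 µM, with no more than 30% in the related APOBEC3A deaminase screen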;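 note: plate controls were DMSO wells with A3G for no effect and wells lacking A3G enzyme for full effect; some compounds called inactive have numbers as strong as hits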
# Target sequence (Q9HC16 whole entry, looked up): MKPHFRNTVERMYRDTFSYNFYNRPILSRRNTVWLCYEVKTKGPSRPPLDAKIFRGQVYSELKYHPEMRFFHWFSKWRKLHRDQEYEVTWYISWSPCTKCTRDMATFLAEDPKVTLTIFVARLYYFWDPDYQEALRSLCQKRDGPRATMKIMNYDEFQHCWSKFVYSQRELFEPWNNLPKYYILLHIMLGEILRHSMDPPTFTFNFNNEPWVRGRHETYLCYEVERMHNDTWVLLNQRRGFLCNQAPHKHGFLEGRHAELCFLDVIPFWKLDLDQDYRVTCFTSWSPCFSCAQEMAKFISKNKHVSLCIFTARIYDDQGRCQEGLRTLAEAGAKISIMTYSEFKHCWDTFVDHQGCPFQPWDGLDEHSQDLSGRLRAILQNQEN
# APOBEC3A inh – APOBEC3A ssDNA deaminase inhibitors, primary screen, selectivity assay for APOBEC3G inhibitor project, biochemical, FAM/TAMRA oligo cleavage fluorescence | recombinant A3A, FAM/TAMRA ssDNA deamination fluorescence | DNA dC->dU-editing enzyme APOBEC-3A (Homo sapiens), P31941 | AID 493011, 2011 | inhibition, % at 20 µM | 0.41% of 330,000 active;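 active = at least 40% inhibition at 20 µM here, with at most 30% in a related deaminase screen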;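 note: plate controls were A3A with DMSO for no effect and wells lacking A3A enzyme for full effect; some results filed as inactive read as strong as hits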
# Target sequence (P31941 whole entry, looked up): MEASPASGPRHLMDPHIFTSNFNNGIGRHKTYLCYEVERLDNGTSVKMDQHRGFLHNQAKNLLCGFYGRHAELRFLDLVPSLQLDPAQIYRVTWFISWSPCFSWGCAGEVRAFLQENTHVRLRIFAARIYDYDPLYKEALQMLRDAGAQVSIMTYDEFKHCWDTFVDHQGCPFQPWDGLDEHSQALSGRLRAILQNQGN
# MPTP block – mitochondrial permeability transition pore inhibitors, primary screen, biochemical, isolated mouse mitochondria, absorbance; Ca2+ swelling absorbance, 30 min; inhibition, % at 10 µM; 1.4% of 360,000 active;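 active = inhibition of 50% or more, scaled per plate between neutral and stimulator controls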;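 note: 0% = DMSO wells given calcium and 100% = 1 mM EGTA wells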
# mIAP inh – inhibitors of mouse IAP, primary screen, biochemical, luminescence, uHTS | intestinal alkaline phosphatase [Mus musculus] | purified mouse IAP, CDP-Star luminescence, 30 min | AID 2806, 2010 | inhibition, % at 10 µM | 0.2% of 330,000 active;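 active = inhibition of at least 40% at 10 µM in the primary screen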;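 note: plate controls were DMSO with enzyme for no effect and no enzyme wells for full effect; values of inactives mirror those of a sister screen read the other way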
# mIAP activ – activators of mouse IAP, primary screen, biochemical, luminescence, uHTS; muIAP, CDP-Star luminescence, 30 min; active compounds read high; 1 = vehicle-only enzyme signal, 0 = enzyme-free wells; activation factor at 10 µM; 0.24% of 330,000 active; AID 2805, 2010;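 active = activation factor of at least 2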; note: the source names both 10 and 20 µM as test concentration; values of inactives mirror those of a sister screen read the other way
#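 also added = chemiluminescent substrate CDP-Star | test system = mouse IAP enzyme | signal = chemiluminescence readout | compound = DMSO-dissolved test compounds | incubation = 30 min at room temperature | benchmarks = DMSO wells, no-enzyme wells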
# hIAP inh – human IAP inhibitors, primary screen, biochemical, luminescence, uHTS | Intestinal-type alkaline phosphatase (Homo sapiens), P09923 | purified IAP, CDP-Star luminescence, 30 min | inhibition, % at 10 µM | 0.12% of 330,000 active;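 active = inhibition reaching a set limit with compound at 10 µM in the primary screen, cut at about 35% in these data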;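 note: plate controls were DMSO wells with enzyme for no effect and no-enzyme buffer wells for full effect; values of inactives mirror those of a sister screen read the other way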
# ATG4B inh – ATG4B protease inhibitors, primary screen, biochemical, fluorescence, uHTS | ATG4B cleavage of LC3-PLA2, NBD-HPC fluorescence, 1 h | inhibition, % at 8.33 µM | 0.51% of 340,000 active | AID 504462, 2011; in the data active = inhibition above about 40%
# Target sequence (Q9Y4P1 whole entry, looked up): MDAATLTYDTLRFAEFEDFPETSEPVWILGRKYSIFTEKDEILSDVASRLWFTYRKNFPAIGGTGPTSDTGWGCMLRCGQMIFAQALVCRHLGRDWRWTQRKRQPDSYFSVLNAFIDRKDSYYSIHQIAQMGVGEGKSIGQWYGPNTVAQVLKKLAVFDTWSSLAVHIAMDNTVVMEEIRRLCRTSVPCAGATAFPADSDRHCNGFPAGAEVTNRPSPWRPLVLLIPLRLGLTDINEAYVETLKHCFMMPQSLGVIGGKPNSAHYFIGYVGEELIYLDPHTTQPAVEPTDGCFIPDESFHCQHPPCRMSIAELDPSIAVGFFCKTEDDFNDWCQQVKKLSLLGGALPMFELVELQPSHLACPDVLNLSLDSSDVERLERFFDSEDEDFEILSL
# hIAP act – human IAP activators, primary screen, biochemical, luminescence, uHTS | purified human IAP, CDP-Star luminescence, 30 min; active compounds read high; 1 = vehicle-only enzyme, 0 = enzyme-free background | activation factor at 10 µM | 0.16% of 330,000 active;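 active = activation factor of the enzyme at least 2-fold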; note: the source names both 10 and 20 µM as test concentration; values of inactives mirror those of a sister screen read the other way
# beta cell repl – inducers of MIN6 beta-cell proliferation, primary screen, ATP luminescence, uHTS; MIN6 cells proliferation, ATPlite luminescence, 48 h; cells starved in 0.2% serum; 100% = growth in 10% serum; proliferation, % at 10 µM; 0.29% of 330,000 active; AID 2380, 2010;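 active = compounds whose signal lies at least 3.5 SD above the mean of all wells on their plate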;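 note: 0% = DMSO-treated cells in low-serum medium and 100% = 10% serum control; some compounds called inactive have numbers as strong as hits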
# * = called active by the depositor; . = not tested or not shown.
SMILES,APOBEC3G inh,APOBEC3A inh,MPTP block,mIAP inh,mIAP activ,hIAP inh,ATG4B inh,hIAP act,beta cell repl
Cc1cc(S(=O)(=O)Nc2c(C)nn(C)c2C)c(Cl)cc1Cl,-8,-4,3.3,-19,1.2,-10,-2,1.1,-1
Cc1ccc2nc(N3CCN(c4ccccc4)CC3)c(C=O)c(=O)n2c1,27,-4,-0.2,7,0.93,10,4,0.9,-4
N#C/C(=C\c1ccccc1OCC(=O)O)c1nc2ccccc2[nH]1,-3,3,-0.6,1,0.99,5,-5,0.95,-1
Nc1nc(Br)c2ccccc2c1-c1ccccc1,-5,0,4.3,-6,1.1,14,7,0.86,-2
O=C(N/N=C/c1sc(=O)[nH]c1-[n+]1ccc2ccccc2c1)c1ccccc1[O-],-2,-5,0.2,32,0.68,6,4,0.94,-2
CC(=O)c1sc2nsc(SCCN3CCCC3)c2c1N,0,-1,2.0,2,0.98,-3,-6,1,4
COC(=O)c1sccc1NC(=O)c1c(Cl)cnn1C,-5,-5,1.9,5,0.95,-13,-6,1.1,9.0*
c1coc(-c2ccnc3ncnn23)c1,-7,0,1.3,0,1,-6,0,1.1,-2
COc1ccc(S(=O)(=O)N2CCOC2CNC(=O)C(=O)NCCCc2ccccc2)cc1 (stereo not drawn),1,1,-0.2,-1,1,2,-1,0.98,1
O=C(O)c1ccc(Nc2cccc(F)c2)c([N+](=O)[O-])c1,-5,-4,0.0,10,0.9,1,6,0.99,-1
Cc1cc(NC(=O)c2cc(-c3cccc(OCC(C)C)c3)nc3ccccc23)no1,-9,-4,2.4,11,0.89,-14,-1,1.1,-1
Cc1ccc(S(=O)(=O)N2C[C@@H]3c4ccccc4N(S(=O)(=O)c4ccc(C)cc4)[C@@H]3[C@@H](C)C2CC(=O)c2ccccc2)cc1 (stereo partly drawn),2,1,1.0,-10,1,.,2,.,.
COCCCNC(=O)CSc1nc2ccccc2c(=O)n1CCc1ccc(S(N)(=O)=O)cc1,-7,21,0.0,5,0.95,-23,2,1.2,-2
O=C(c1ccc2c(c1)CCN2S(=O)(=O)c1ccccc1)N1CCN(c2ccc(F)cc2)CC1,1,0,-1.0,6,0.94,15,-4,0.85,-3
CN(c1ncnc(N)c1[N+](=O)[O-])C1CCS(=O)(=O)C1 (stereo not drawn),-11,-2,0.0,4,0.96,10,-7,0.9,0
N#CC1=C(N)OC2=C(C(=O)CCC2)C1C1CC=CCC1 (stereo not drawn),3,-4,-0.5,-2,1,7,8,0.93,-2
CCCn1nnc(NC(=O)COc2ccc(C3CCCCC3)cc2)n1,-2,0,3.9,0,1,-7,6,1.1,-2
Cc1c(NC(=O)C(C)OC(=O)CC2CC3CCC2C3)c(=O)n(-c2ccccc2)n1C (stereo not drawn),-4,1,0.8,6,0.94,-1,-33,1,9.1*
O=C(NCC1CCCO1)c1cc(-c2ccncc2)nc2ccccc12 (stereo not drawn),2,-2,-0.2,4,0.96,-11,15,1.1,-2
COc1ccccc1CNC(=O)COc1ccccc1C,-5,-5,0.3,5,0.95,-1,5,1,-2
CCOC(=O)[C@H]1[C@H]2COc3ccc(OC)cc3[C@@H]2N2C(=O)CN(Cc3ccc(OC)cc3)C(=O)[C@@]12C,-6,0,-1.2,-1,1,7,-3,0.93,-4
O=C(O)COCC(=O)Nc1ccccc1-c1ccccc1,-7,0,-1.1,5,0.95,-11,0,1.1,-4
CC(OC(=O)CCC(=O)c1ccc(Cl)s1)C(=O)NC1(C#N)CCCCC1 (stereo not drawn),1,0,0.8,2,0.98,10,1,0.9,-1
CCc1cc(C(=O)N(CC(C)C)c2c(N)n(Cc3ccccc3)c(=O)[nH]c2=O)sc1C,3,5,-0.5,1,0.99,6,-7,0.94,-1
Oc1ccc2ccccc2c1C=NCc1ccccc1,12,5,-0.1,-2,1,24,5,0.76,-3

# 3 compounds drawn at random from the list so far, as already listed:
SMILES,APOBEC3G inh,APOBEC3A inh,MPTP block,mIAP inh,mIAP activ,hIAP inh,ATG4B inh,hIAP act,beta cell repl
O=C(O)c1ccc(Nc2cccc(F)c2)c([N+](=O)[O-])c1,-5,-4,0.0,10,0.9,1,6,0.99,-1
Cc1c(NC(=O)C(C)OC(=O)CC2CC3CCC2C3)c(=O)n(-c2ccccc2)n1C (stereo not drawn),-4,1,0.8,6,0.94,-1,-33,1,9.1*
COc1ccc(S(=O)(=O)N2CCOC2CNC(=O)C(=O)NCCCc2ccccc2)cc1 (stereo not drawn),1,1,-0.2,-1,1,2,-1,0.98,1

# (next part)
SMILES,APOBEC3G inh,APOBEC3A inh,MPTP block,mIAP inh,mIAP activ,hIAP inh,ATG4B inh,hIAP act,beta cell repl
Cc1ccccc1NC(=O)C1C2CCC(O2)C1C(=O)O (stereo not drawn),-1,5,-0.4,-7,1.1,12,0,0.88,-1
CNC(=O)CCCCCNS(=O)(=O)c1ccc(C)cc1,0,3,-1.2,2,0.98,0,2,1,-2
CSc1nnc(C(C)(C)C)c(=O)n1/N=C/c1ccc(Cl)cc1,2,1,-0.3,-4,1,16,3,0.84,4
COc1ccc(S(=O)(=O)n2nc(OC(C)=O)cc2N(C(C)=O)C(C)=O)cc1,-8,-2,0.7,-5,1.1,3,12,0.97,-4
CC(Cc1ccccc1)NC(=O)C1CCCNC1=O (stereo not drawn),-6,-3,-2.0,0,0.99,-13,14,1.1,-1
C[C@H](NC(=O)c1ccco1)C(=O)Nc1nnc(SCc2ccccc2)s1,-9,-4,-2.0,-8,1.1,-5,-17,1.1,-4
C=C(C)c1cc2c(ccc3ccc(=O)oc32)o1,-7,1,0.3,-8,1.1,3,-5,0.97,-5
COC(=O)c1ccc(CN2C(=O)NC3(CCCc4ccccc43)C2=O)o1 (stereo not drawn),-10,-5,0.3,-1,1,-1,-9,1,-1
CC1CCCCN1C(=O)COC(=O)c1cc(Cl)c2c(c1)OCO2 (stereo not drawn),-5,1,0.2,6,0.94,8,-10,0.92,2
COc1ccc(NC(=O)c2ccc(NC(=O)c3cccs3)cc2)cc1,-3,-1,1.0,-2,1,-15,-4,1.2,-4
CCn1c(CNC(=O)c2ccco2)nnc1SCC(=O)Nc1cccc(F)c1,-4,1,-0.5,-2,1,-4,1,1,-2
Cc1ccc(-n2c(=O)cc(N3CCN(C(=O)c4ccco4)CC3)[nH]c2=O)cc1,-5,-7,-2.7,-2,1,17,-9,0.83,3
CCN(CC)S(=O)(=O)c1ccc(Cl)c(C(=O)NC2CCN(Cc3ccccc3)CC2)c1,-8,-2,1.2,-3,1,6,-8,0.94,-1
COc1ccc(S(=O)(=O)Nc2cc(C)cc(C)n2)c2ccccc12,16,3,-0.5,-7,1.1,2,-6,0.98,-1
CC(=O)Nc1cccc(NC(=O)c2cccc(-c3ccc(O)cc3)c2)c1,-7,-1,-1.1,-4,1,-6,-16,1.1,0
Cc1ccc(C(=O)NNC(=O)Cn2ccc(C(F)(F)F)n2)o1,11,2,-0.8,5,0.95,-46,-1,1.5,3
Nc1ncnc2c1ncn2C1OC(CO)C(O)C1O (stereo not drawn),4,4,-1.5,-4,1,8,-2,0.92,-4
O=S(=O)(c1cccc(Br)c1)N1CCN(CCc2ccccc2)CC1,-2,3,1.8,-3,1,5,-13,0.95,0
N#C/C(C(=O)NCc1ccco1)=C1/SC=C(c2ccccc2)N1c1ccccc1,2,8,0.7,5,0.95,3,-4,0.97,1
O=C(Nc1cc2c(cc1Br)OCCO2)c1cccs1,1,-19,0.1,5,0.95,1,-2,0.99,-2
CCCCc1c(O)nc(SCC(=O)N2CCCCCC2)[nH]c1=O,-12,2,-0.8,3,0.97,2,-4,0.98,1
Cc1c(C)c2ccc(OS(C)(=O)=O)c(C)c2oc1=O,-4,-2,-0.2,12,0.88,-3,-1,1,0
O=c1[nH]cnc2c1ncn2[C@@H]1C[C@@H](O)[C@H](CO)O1,-7,0,-0.8,-1,1,-7,4,1.1,0
CCC(=O)Nc1cc(C)c(NC(=O)c2ccco2)cn1,-4,-2,-2.0,2,0.98,3,9,0.97,0
COc1cccc(CNC(=O)Cn2ccc3cc(S(=O)(=O)N4CCC(C)CC4)ccc32)c1,-5,-4,-0.2,-44,1.4,-14,-11,1.1,-2

# Next part
SMILES,APOBEC3G inh,APOBEC3A inh,MPTP block,mIAP inh,mIAP activ,hIAP inh,ATG4B inh,hIAP act,beta cell repl
Cc1cc(C)n(S(=O)(=O)c2cccc([N+](=O)[O-])c2)n1,-6,-9,0.8,-2,1,5,-2,0.95,-1
COC(=O)Cc1c(C)c2ccc(OCc3nn[nH]n3)cc2oc1=O,-2,1,-1.4,1,0.99,19,-3,0.81,5
O=[N+]([O-])c1cc(C2Nc3cccc4cccc(c34)N2)ccc1Cl,5,1,23,11,0.89,-24,8,1.2,0
CCN1CCN(c2cc(C(C)(C)C)nc3c(-c4ccccc4)c(C)nn23)CC1,-6,-1,4.9,-1,1,9,-2,0.91,-5
O=C(Cc1ccccc1)NCCc1cn2ccsc2n1,-1,-1,-3.3,-13,1.1,0,-3,1,-3
CCc1ncc(CN2CCCC(C(=O)Nc3cccc(-c4ccc(F)cc4)c3)C2)cn1 (stereo not drawn),-9,-4,0.3,-2,1,2,-9,0.98,-3
CC(=O)c1cnc2nc(SCc3ccc(Cl)cc3)nn2c1C,-1,-4,0.1,6,0.94,7,4,0.93,-2
NS(=O)(=O)c1ccc2nc(NC(=O)c3ccncc3)sc2c1,-9,-3,-0.2,1,0.99,0,-2,1,-4
Cc1cc(-c2ccc(C(C)C)c(S(=O)(=O)Nc3cc(C)on3)c2)on1,7,5,-0.3,0,1,-10,4,1.1,0
CCOC(=O)C1=C(C)NC(C)=C(C(=O)OCC)C1c1ccco1,-3,-4,2.4,-13,1.1,-15,-4,1.1,-4
O=c1cc(N2CCc3ccccc32)[nH]c(=O)n1Cc1ccc(F)cc1,-1,8,-1.4,2,0.98,7,10,0.93,-1
CN(C(=O)CSc1nc2ccccc2c(=O)n1-c1ccccc1F)C1CCS(=O)(=O)C1 (stereo not drawn),-2,-1,-0.4,5,0.95,-10,-6,1.1,-3
COc1ccccc1Nc1ncccc1[N+](=O)[O-],-1,-2,0.2,5,0.95,-5,2,1.1,-1
Cc1ccc2nc(N3CCN(C=O)CC3)nc(-c3ccccc3)c2c1,-11,-5,0.2,-50,1.5,-29,-7,1.3,1
CCCn1ccnc1SCC(=O)Nc1c(C)n(C)n(-c2ccccc2)c1=O,-5,-5,-0.1,10,0.9,-1,-9,1,1

# In the list so far, 2 contain a tert-butyl group:
SMILES,APOBEC3G inh,APOBEC3A inh,MPTP block,mIAP inh,mIAP activ,hIAP inh,ATG4B inh,hIAP act,beta cell repl
CSc1nnc(C(C)(C)C)c(=O)n1/N=C/c1ccc(Cl)cc1,2,1,-0.3,-4,1,16,3,0.84,4
CCN1CCN(c2cc(C(C)(C)C)nc3c(-c4ccccc4)c(C)nn23)CC1,-6,-1,4.9,-1,1,9,-2,0.91,-5

# Only ATG4B inh and MPTP block, for 2 of the compounds above:
canonical_smiles	ATG4B inh	MPTP block
CCc1ncc(CN2CCCC(C(=O)Nc3cccc(-c4ccc(F)cc4)c3)C2)cn1 (stereo not drawn)	-9	0.3
CC(=O)c1cnc2nc(SCc3ccc(Cl)cc3)nn2c1C	4	0.1

# Source: PubChem BioAssay
